High-throughput results from PubChem BioAssay.
RBBP9 inhibitor: inhibitors of human serine hydrolase RBBP9 | O75884 | AID 1515 | inhibition, % at 7.94 µM | hit rate 0.2% among 220,000 | recombinant RBBP9, FP-Rh probe fluorescence polarization;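 active = inhibition above the campaign mean of all tested compounds plus 3 SD, cut at about 14% in these data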;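 also: plate controls were DMSO wells with RBBP9 for no effect and wells lacking RBBP9 protein for full effect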
Target sequence (O75884 whole entry, looked up): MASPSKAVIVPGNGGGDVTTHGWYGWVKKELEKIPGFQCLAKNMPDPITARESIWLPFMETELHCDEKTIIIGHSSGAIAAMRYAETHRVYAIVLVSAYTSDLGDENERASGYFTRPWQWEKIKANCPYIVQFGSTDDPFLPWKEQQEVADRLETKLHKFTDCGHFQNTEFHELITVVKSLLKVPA
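Test system: recombinant human RBBP9; Timing: 30 min then 45 min, 25 °C; Detection: fluorescence polarization; Control set: RBBP9 with DMSO as uninhibited control, no-protein wells as full inhibition; Compound dosing: one concentration, 7.94 µM nominal, 0.794% DMSO; Probe or stimulus: FP-Rh activity-based probe, 375 nM before mixing.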
p47phox inh: p47phox (human) inhibition | p47phox/p22phox peptide binding, fluorescence polarization, 2 h | P14598 | hit rate 0.53% among 220,000 | inhibition, % at 24.7 µM;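 active = inhibition above about 30%, limit read from the data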;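 also: 0% = p47phox with labelled peptide and 100% = labelled peptide alone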
Calpain2 inh: inhibitors of pig calpain II. purified calpain II, fluorogenic peptide substrate, 30 min. inhibition, % at 16 µM. hit rate 0.37% among 220,000;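 active = inhibition above about 50%, limit read from the data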
Runt-CBFb FRET: inhibitors of human RUNX1 Runt domain binding to CBFb; hit rate 0.46% among 220,000; AID 1496; inhibition, % at 20 µM; Q01196+Q13951; Cerulean-Runt/Venus-CBFb FRET ratio 530/480, 1 h;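 active = inhibition over about 50% at 20 µM in the single-dose screen, limit read from the data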;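 also: 0% = DMSO wells and 100% = excess unlabeled CBFb competitor control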
Target sequence (Q01196 whole entry, looked up, the tested form may be a part): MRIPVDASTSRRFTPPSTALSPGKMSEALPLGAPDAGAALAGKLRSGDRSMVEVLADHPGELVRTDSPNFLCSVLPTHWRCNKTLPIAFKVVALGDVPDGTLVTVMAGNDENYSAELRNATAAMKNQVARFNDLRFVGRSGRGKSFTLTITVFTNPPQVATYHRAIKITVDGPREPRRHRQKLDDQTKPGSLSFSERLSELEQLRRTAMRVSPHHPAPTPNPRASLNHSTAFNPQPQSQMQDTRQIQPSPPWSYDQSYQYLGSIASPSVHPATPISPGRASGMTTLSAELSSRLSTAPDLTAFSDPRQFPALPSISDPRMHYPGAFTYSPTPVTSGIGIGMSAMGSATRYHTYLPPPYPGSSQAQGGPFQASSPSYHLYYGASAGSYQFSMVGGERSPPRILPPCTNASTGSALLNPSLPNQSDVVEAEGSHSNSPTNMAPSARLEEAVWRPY
Target sequence (Q13951 whole entry, looked up, the tested form may be a part): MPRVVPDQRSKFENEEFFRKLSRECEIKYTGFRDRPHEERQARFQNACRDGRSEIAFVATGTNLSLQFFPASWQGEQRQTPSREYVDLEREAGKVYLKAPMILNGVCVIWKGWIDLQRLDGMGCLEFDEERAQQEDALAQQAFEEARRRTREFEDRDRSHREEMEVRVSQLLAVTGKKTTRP
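test system = Cerulean-tagged RUNX1 Runt domain (FRET donor) fusion protein | reagent = Venus-CBFb binding partner, 100 nM | incubation = protein complex preformed 1 h, compound exposure 1 h, room temperature, dark | detection = FRET fluorescence | read-out basis = loss of energy transfer signal | controls = 5 µM unlabeled CBFb as full-inhibition high control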
p97 inhibitor: inhibitors of human p97 ATPase | P55072 | recombinant p97 ATPase, Kinase-Glo ATP luminescence, 3 h | inhibition, % at 8 µM | hit rate 0.42% among 220,000; in the data active = inhibition above about 15%;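 also: 0% = DMSO vehicle and 100% = wells lacking enzyme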
TbHK1 inh: blocks Trypanosoma brucei hexokinase 1 activity; recombinant TbHK1, G6PDH-coupled NADH A340; hit rate 0.11% among 220,000; AID 1430; inhibition, % at 10 µM;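 active = inhibition of 50% or more in the single-dose primary screen; inactive = inhibition below 50%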
EBV gp42 block: inhibitors of Epstein-Barr virus glycoprotein 42; Q1HVG2; Fluorescence polarization binding assay, mP read-out; inhibition, % (tested at 21.74 µM); hit rate 0.42% among 220,000; in the data active = inhibition above about 50%
Runt-SMMHC FRET: Runt domain-CBFb-SMMHC interaction inhibition; Q01196+Q13951; inhibition, % at 20 µM; Cerulean-Runt/Venus-CBFb-SMMHC FRET ratio 530/480, 1 h; hit rate 0.74% among 220,000;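 active = mean inhibition across duplicate retests at 20 µM reaching about 50%, limit read from the data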;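 also: 0% = DMSO wells and 100% = wells with excess untagged CBFb-SMMHC; inhibitors lower the FRET ratio by blocking Runt binding to CBFb-SMMHC; some results filed as inactive read as strong as hits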
Furin inhibitor: inhibitors of human furin | inhibition, % at 30 µM | purified furin, fluorogenic substrate cleavage | hit rate 0.061% among 220,000 | P09958; in the data active = inhibition above about 25%; also: inactives centre near -15
Numbers without * were called inactive; [ ] = remark or other dose.

SMILES	RBBP9 inhibitor	p47phox inh	Calpain2 inh	Runt-CBFb FRET	p97 inhibitor	TbHK1 inh	EBV gp42 block	Runt-SMMHC FRET	Furin inhibitor
CSc1nc2nc(C)c(C/C=C/c3ccccc3)c(=O)n2[nH]1	8.8	-8.6	-4.5	-0.7	1.6	-4.0	-8.3	-2.5	-19.8
O=C(O)/C=C/C(=O)Nc1ccc2nccnc2c1	-8.8	-1.8	-305.6	-38.2	-2.7	-17.0	12.3	-71.8	-13.3
COc1cccc(CN=CC2=C(O)CC(C)(C)CC2=O)c1OC	1.3	-0.1	-15.3	2.0	2.5	-8.4	0.7	2.0	-18.1[20 µM]
CCOC(=O)Cc1csc(NC(=O)CN2C(=O)c3ccccc3S2(=O)=O)n1	-8.5	-1.3	-8.9	-0.7	-0.6	4.5	-9.4	4.1	-12.1
S=C(NCc1ccco1)Nc1cccc(Cl)c1	-3.7	0.2	12.4	13.4	-1.8	-4.4	-10.9	-2.5	-24.3[20 µM]
O=C(CCn1cnnn1)Nc1ccccc1	-1.9	-7.5	-9.4	2.0	2.0	-5.8	-6.8	-1.6	8.2
CCC(/C=N/NC(=O)C1COc2ccccc2O1)CC (stereo not drawn)	0.8	-8.9	22.4	1.6	-1.2	4.3	6.2	-0.7	-9.0
COc1ccc(NC(=S)NNC(=O)c2ccc(S(=O)(=O)N3CCOCC3)cc2)cc1	3.2	4.8	-23.9	3.7	5.9	-15.6	-8.6	3.1	-15.7
Cc1ccc[n+](C2C(c3ccc([N+](=O)[O-])cc3)C(C#N)=C([S-])NC2(O)C2CC2)c1 (stereo not drawn)	-7.4	15.4	-11.6	26.5	2.5	-8.1	-9.7	16.9	-16.8
CCn1nc(C)c(NC(=O)c2ccc(Br)o2)c1C	-5.6	-9.6	-11.9	-1.1	2.3	-3.0	-10.6	2.1	-23.0
CCOC(=O)c1csc(NC(=O)Nc2cccc(Cl)c2)n1	1.4	-9.3	1.4	0.0	5.5	23.6	-21.9	-3.5	-15.0
COCCN(CCOC)S(=O)(=O)c1ccc(C(=O)NC2CCN(Cc3ccccc3)CC2)cc1	-6.7	-14.0	-50.0	-1.8	2.2	-1.7	-14.5	0.7	-26.9
O=C(Nc1ccc(Cl)cn1)c1ccc2c(c1)OCCO2	-0.7	6.8	31.2	0.6	-2.6	9.4	-2.8	-1.5	-17.1
COCCNC(=O)CSc1nc(-c2ccccc2)c(-c2ccccc2)o1	3.4	-3.0	9.0	1.3	-9.7	-3.4	-23.3	3.0	-6.4[20 µM]
CN(C)S(=O)(=O)c1cccc(NC(=O)CSc2nc3ccccc3n2-c2ccccc2)c1	-36.4	-21.0	19.6	2.6	-5.7	-1.2	-2.0	-6.1	0.2
COc1ccc(NC(=O)C2CCCN(S(=O)(=O)c3cccc4cccnc34)C2)cc1 (stereo not drawn)	-4.2	-4.2	17.9	0.9	3.9	1.1	-10.8	0.9	-30.3
Cc1nc2cc(-c3sccc3-n3cccc3)nn2c(C)c1C	-13.7	-7.3	-24.2	13.1	-6.3	-6.9	-6.4	9.0	-11.7[20 µM]
CCCC(C)NC(=O)COC(=O)c1ccc(Cl)c(S(N)(=O)=O)c1 (stereo not drawn)	-1.4	-13.4	-6.6	-0.4	1.8	-0.1	-12.8	-2.6	-19.5[20 µM]
CCOC(=O)c1ccccc1NC(=O)COc1cc(=O)n(CC)c2ccccc12	-13.1	-12.4	-69.0	3.4	-1.7	-8.2	-35.3	-9.9	-12.1[20 µM]
COc1cccc(OC)c1C(=O)NC(=S)NCc1ccco1	-0.4	-2.9	-23.8	5.7	-1.0	4.8	-0.6	-1.7	-16.1
NS(=O)(=O)c1ccc(CNC(=O)/C=C/c2c(F)cccc2Cl)cc1	-6.9	-16.9	-2.5	-1.6	4.6	5.8	-6.8	-3.6	-25.5
CC(C)C(OC(=O)c1oc2ccccc2c1CSC1CCCCC1)C(=O)NC(N)=O (stereo not drawn)	-8.6	5.9	2.0	-0.5	0.7	7.5	-5.4	1.0	-20.4
CCOC(=O)c1[nH]c2c(c1-c1ccccc1)C(=O)CC(c1ccccc1)C2 (stereo not drawn)	-2.6	-1.4	14.1	-0.9	-1.9	1.6	-12.5	1.2	-13.0
CN(C(=O)c1ccc(OC2CCN(CCc3ccccc3)CC2)cc1)C1CCOCC1	-3.4	-2.7	17.7	0.8	-0.6	8.4	-11.5	2.0	-12.1
N#Cc1nc(Cc2cccc3ccccc23)oc1NCc1ccco1	-1.0	-41.7	7.2	-1.4	-2.2	5.4	-15.4	1.0	-14.0
CC(=O)N/N=C(\C)CC(=O)NC(C)(C)C	0.4	-3.4	10.0	1.3	8.2	-0.4	-43.5	-0.5	-25.4
C/C(=N\N=C\c1cccc(F)c1)c1nnn(-c2nonc2N)c1C	-4.5	-6.1	1.8	1.7	1.0	-2.2	-5.1	1.3	-3.8
CC(NC(=O)C1CCCN1S(=O)(=O)c1ccc2c(c1)n(C)c(=O)c(=O)n2C)c1ccccc1 (stereo not drawn)	-5.0	-5.2	-26.0	3.0	9.2	-20.1	-6.5	-1.0	-12.0
O=C(NN1C(=O)C2C(c3ccccc3)C=CC(c3ccccc3)C2C1=O)c1ccccc1 (stereo not drawn)	-9.6	-13.5	11.4	0.5	6.3	25.5	-10.8	-6.7	-13.9
Cc1ccc2oc(=O)c3cnn(CC(=O)NCCCOC(C)C)c3c2c1	5.4	5.7	5.2	-0.2	2.6	-5.7	-1.2	-5.7	-21.4
O=C(COC(=O)c1ccc(O)cc1)Nc1ncc(Cl)cc1Cl	-5.4	-10.0	-36.8	0.6	0.2	0.1	7.8	1.2	-15.5
CCCCN(CC)C(=O)CN(C)S(=O)(=O)c1cccc2nsnc12	-8.7	-9.9	19.3	0.0	-0.2	37.5	-6.3	-1.1	-10.6
CC1CN(C(=O)c2ccn(C)n2)CC(C)O1 (stereo not drawn)	-3.2	-10.6	-5.6	-1.5	4.5	0.4	-11.8	2.1	-28.4
COCCNc1nnc(SCC(=O)NNC(=O)c2ccccc2)s1	-6.7	3.8	5.0	1.1	6.2	-1.8	-0.5	-1.6	-7.8
Cc1ccc(-n2cnnn2)c2cccnc12	-5.1	-29.7	11.8	0.1	2.9	8.0	-2.3	1.7	-20.6[20 µM]
COC(=O)C1CCN(C(=O)Nc2ccccc2)CC1	-5.5	-5.3	7.7	-1.8	3.2	-3.4	0.2	-2.4	-28.5
Cc1cc(NC(=O)CCC(=O)N(c2cccnc2)C(C(=O)NC2CCCC2)c2ccccc2)no1 (stereo not drawn)	-5.5	-6.8	28.0	-2.3	-5.3	-0.4	9.5	4.4	-15.2
COc1ccc2c(=O)cc(-c3ccccc3F)oc2c1	1.6	-11.8	-48.8	-0.3	4.3	-18.5	-9.1	-5.8	-20.2
Cc1cc(S(=O)(=O)N(Cc2ccc(F)cc2)CC2CCCO2)ccc1-n1cnnn1 (stereo not drawn)	-6.9	0.0	32.3	-0.8	0.2	-0.4	7.4	-4.2	-21.4
O=C(NCc1ccccc1)N1CCN(c2ccc(F)cc2)CC1	-3.6	-18.4	-8.5	-2.3	-1.0	1.2	-23.6	-1.4	-21.5[20 µM]
COc1cc(C2C3=C(CCCC3=O)Nc3c2c(C)nn3-c2cccc(C)c2)cc(OC)c1O (stereo not drawn)	2.2	-11.0	-15.4	8.3	6.4	-30.7	-1.9	-5.8	-3.2
COc1ccc(C(=O)C2CCCN(Cc3cccn3-c3nccs3)C2)cc1OC (stereo not drawn)	-4.3	-4.2	-13.7	-0.1	2.2	-4.3	-20.1	0.8	-2.7
CCC(=O)N(C)C(c1ccccc1Cl)c1nnnn1-c1c(C)cccc1C (stereo not drawn)	-4.4	2.8	13.5	2.0	0.7	5.1	-2.8	-6.3	-18.6[20 µM]
COc1ccc(C2CC(c3ccccc3)=NN2C(=O)COC(=O)c2cccc(S(=O)(=O)N3CCOCC3)c2)cc1 (stereo not drawn)	1.3	-46.1	-23.8	-2.8	6.6	-15.1	-45.4	-5.4	-8.9
N/C(=N\OC(=O)N1CCOCC1)c1ccccc1	0.8	-2.2	-13.5	-0.8	-4.3	-4.6	-9.2	0.0	-18.0[20 µM]
NC(=O)c1cccnc1	-0.9	1.4	7.6	0.2	8.5	1.1	-14.5	-1.9	-18.3
COC(=O)c1ccc(C(=O)OC)c(NC(=O)CSc2cccc[n+]2[O-])c1	2.3	-4.3	-9.8	9.6	2.2	1.4	-13.6	7.1	-12.0[20 µM]
COCc1cc(C)nc(NCCO)c1C#N	-6.8	-4.7	-13.8	-0.4	4.7	-23.3	-16.9	-6.0	-8.3[20 µM]
Cc1csc(SC(C)C(=O)NCc2ccc3c(c2)OCO3)n1 (stereo not drawn)	-9.8	-3.2	-6.1	-0.9	6.1	2.9	-10.7	-3.1	-23.2
CSc1nc2c(c(=O)[nH]1)C(c1ccncc1)C(C(=O)OC(C)C)=C(C)N2 (stereo not drawn)	-2.0	-5.3	3.6	0.2	0.4	-14.1	-10.0	1.8	-20.8
Cc1cnc(C(=O)Nc2ccc(N3CCN(C(=O)OC(C)(C)C)CC3)cc2)cn1	-5.7	-22.9	-9.4	1.0	0.2	0.2	-17.5	-0.5	-24.3[20 µM]
Fc1ccc(CSc2ccc3nnc(-c4ccccn4)n3n2)cc1	-9.8	4.3	-20.3	-1.9	-0.4	-10.4	6.2	-2.0	-19.3
COc1ccc(Br)cc1S(=O)(=O)n1ccnc1	-5.2	-5.2	3.8	-1.2	1.8	-1.9	-3.5	0.2	-13.5
Cc1ccc(OCC(=O)N(Cc2ccccc2)c2ccccn2)cc1	6.8	0.2	10.5	-2.0	-1.4	0.6	-6.8	5.4	-11.0
COc1cccc2sc(N(C)c3ccccc3)nc12	0.0	1.3	11.2	3.8	-2.8	-1.6	-16.8	-0.6	-9.5
CC1CCC(NC(=O)c2cc3c(s2)CS(=O)(=O)C3)CC1 (stereo not drawn)	-3.9	-19.3	-9.7	2.2	-6.0	-1.2	-19.8	0.0	-8.3
O=C(CCn1c(SCC(=O)NCc2ccco2)nc2ccccc2c1=O)NCCc1ccccc1	-5.6	-24.5	-62.5	-0.7	1.6	1.2	5.9	2.1	-20.3
CN(C)CC(=O)N1c2ccccc2CCc2ccc(NC(=O)c3ccc(N)cc3)cc21	-2.7	1.4	-80.6	-0.2	-5.8	-6.5	5.5	0.2	-9.8[20 µM]

Given with values under each structure: entries from further up
Results follow in this order: RBBP9 inhibitor | p47phox inh | Calpain2 inh | Runt-CBFb FRET | p97 inhibitor | TbHK1 inh | EBV gp42 block | Runt-SMMHC FRET | Furin inhibitor
COc1cccc2sc(N(C)c3ccccc3)nc12
→ 0.0 | 1.3 | 11.2 | 3.8 | -2.8 | -1.6 | -16.8 | -0.6 | -9.5
COc1ccc(Br)cc1S(=O)(=O)n1ccnc1
→ -5.2 | -5.2 | 3.8 | -1.2 | 1.8 | -1.9 | -3.5 | 0.2 | -13.5
CSc1nc2c(c(=O)[nH]1)C(c1ccncc1)C(C(=O)OC(C)C)=C(C)N2 (stereo not drawn)
→ -2.0 | -5.3 | 3.6 | 0.2 | 0.4 | -14.1 | -10.0 | 1.8 | -20.8
